Screening results from PubChem BioAssay.
AHR activator: AHR activators, primary screen, cell-based, luminescence, luciferase reporter, human | Aryl hydrocarbon receptor (Homo sapiens), P35869 | AHR-responsive luciferase reporter cells | 320,000 tested, 2.5% active | activation, % at 5 µM; in the data active = activation above about 47%;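 note: 0% = vehicle wells and 100% = reference agonist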
Target sequence (P35869 whole entry, looked up): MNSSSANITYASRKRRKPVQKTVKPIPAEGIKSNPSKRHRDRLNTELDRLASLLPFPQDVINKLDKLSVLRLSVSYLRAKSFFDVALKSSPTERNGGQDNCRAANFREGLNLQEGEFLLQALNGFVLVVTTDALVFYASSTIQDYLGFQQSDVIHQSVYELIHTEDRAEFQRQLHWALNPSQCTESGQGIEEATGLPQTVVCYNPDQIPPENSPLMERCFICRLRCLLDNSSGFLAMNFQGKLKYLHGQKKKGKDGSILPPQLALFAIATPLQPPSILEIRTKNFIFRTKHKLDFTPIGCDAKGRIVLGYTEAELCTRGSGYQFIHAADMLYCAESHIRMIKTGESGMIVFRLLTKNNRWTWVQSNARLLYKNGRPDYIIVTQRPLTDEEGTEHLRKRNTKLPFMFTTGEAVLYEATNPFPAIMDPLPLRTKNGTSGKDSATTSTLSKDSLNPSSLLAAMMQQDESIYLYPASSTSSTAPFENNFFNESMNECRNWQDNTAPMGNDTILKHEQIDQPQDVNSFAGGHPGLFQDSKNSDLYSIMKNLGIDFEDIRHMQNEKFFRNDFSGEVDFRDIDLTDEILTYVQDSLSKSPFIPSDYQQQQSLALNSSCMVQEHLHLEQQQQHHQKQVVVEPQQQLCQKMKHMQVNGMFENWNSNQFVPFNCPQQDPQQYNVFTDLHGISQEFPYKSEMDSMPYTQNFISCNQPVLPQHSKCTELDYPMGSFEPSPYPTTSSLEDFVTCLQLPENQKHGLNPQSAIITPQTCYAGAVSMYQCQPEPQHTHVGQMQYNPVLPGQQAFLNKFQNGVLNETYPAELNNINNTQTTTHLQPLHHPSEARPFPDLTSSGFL
procasp7 counter: procaspase-7 activators, primary screen, counter-screen for procaspase-3 activator project, biochemical, absorbance, HTS, human. 330,000 tested, 0.093% active. activation, % at 8.5 µM. recombinant procaspase-7, Ac-DEVD-pNA absorbance 405 nm; D23A/D198A/D206A triple mutant, cannot self-cleave; scale: DMSO 0, 5 µM enzyme 100. Caspase-7 (Homo sapiens), P55210;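 active = percent activation above the screen-wide mean plus 3 SD, cut at about 25% in these data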
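signal = Epi-absorbance of released pNA at 405 nm, two timepoints | assay system = Uncleavable procaspase-7 mutant enzyme | reagent = Ac-DEVD-pNA substrate, 400 µM as added | times = 1 h enzyme–compound preincubation and 2 h substrate reaction, both 25 °C | benchmarks = low DMSO alone, high DMSO plus 5 µM PC-7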
procasp3 activ: activators of human procaspase-3 D3A mutant, primary screen, biochemical, absorbance, PC-3 D3A mutant, single concentration; activation, % at 8.5 µM; AID 463141, 2010; 330,000 tested, 0.11% active; Caspase-3 (Homo sapiens), P42574; recombinant procaspase-3 D3A, Ac-DEVD-pNA absorbance 405 nm;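 active = activation above the mean of all tested compounds plus 3 SD, cut at about 21% in these data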;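 note: 0% = DMSO alone and 100% = DMSO wells spiked with extra 5 µM PC-3 D3A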
Target sequence (P42574 whole entry D9A/D28A/D175A): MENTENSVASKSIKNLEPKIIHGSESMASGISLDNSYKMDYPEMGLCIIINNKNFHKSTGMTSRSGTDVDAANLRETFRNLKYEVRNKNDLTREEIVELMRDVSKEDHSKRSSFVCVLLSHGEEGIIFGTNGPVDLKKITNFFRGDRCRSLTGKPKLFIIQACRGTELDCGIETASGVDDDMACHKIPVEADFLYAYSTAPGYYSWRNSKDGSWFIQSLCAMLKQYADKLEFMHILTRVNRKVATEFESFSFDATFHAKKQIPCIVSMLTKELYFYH
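Assay system: Procaspase-3 D3A mutant, all three cleavage aspartates alanine. Buffer or medium: Zinc-free HEPES saline buffer with Triton X-100. Times: 1 h compound preincubation, 2 h substrate hydrolysis at 25 °C. Measured by: 405 nm absorbance of p-nitroaniline, reads at 0 and 120 min. Read-out basis: percent activation relative to control range. Replicates: singlicate.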
MEP2 TOR yeast: modulators of MEP2-GFP levels in yeast, primary screen, S. cerevisiae, multiplex flow cytometry, MLPCN library; S. cerevisiae MEP2-GFP strain, 3 h; 100% = DMSO control level; GFP response vs DMSO, % at 10 µM; 330,000 tested, 0.51% active; AID 2016, 2009;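 active = GFP response versus DMSO above a set limit, roughly screen mean plus 3 SD, cut at about 180% in these data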;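 note: median GFP fluorescence of the barcode-gated MEP2-GFP cells per well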
RPL19A-GFP yeast: RPL19A-GFP expression modulators in yeast, primary screen, cell-based, S. cerevisiae, multiplex flow cytometry, MLPCN; S. cerevisiae RPL19A-GFP strain, 3 h; stronger effect = lower value; AID 2025, 2009; 330,000 tested, 0.3% active; percent response vs DMSO, % at 10 µM;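 active = percent response vs DMSO below 50%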;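 note: median channel GFP fluorescence of the barcoded RPL19A-GFP strain; ratio of sample median GFP to plate DMSO average so 100% = DMSO; lower means less RPL19A-GFP as with rapamycin TOR inhibition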
CIT2 TOR yeast: modulators of CIT2-GFP expression in yeast, primary screen, S. cerevisiae, GFP fusion, multiplex flow cytometry, MLPCN library | AID 2029, 2009 | S. cerevisiae CIT2-GFP strain, 3 h; 100 means same as DMSO wells | GFP response vs DMSO, % at 10 µM | 320,000 tested, 0.065% active;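 active = GFP response relative to DMSO above a set limit, near the screen mean plus 3 SD, cut at about 150% in these data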;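 note: ratio of well median GFP fluorescence to mean of DMSO wells on the plate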
LAP4-GFP MLPCN: modulators of LAP4-GFP expression in yeast, primary screen, S. cerevisiae, multiplex flow cytometry, MLPCN library. AID 2023, 2009. 320,000 tested, 0.34% active. GFP response vs DMSO, % at 10 µM. 3 h; median GFP as percent of DMSO wells;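 active = GFP response vs DMSO above a set limit, about the screen mean plus 3 SD, cut at about 150% in these data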
AGP1 TOR yeast: modulators of AGP1-GFP expression in yeast TOR pathway, primary screen, cell-based, multiplex flow cytometry, S. cerevisiae, MLPCN library; 3 h; GFP as percent of DMSO wells; GFP response vs DMSO, % at 10 µM; 320,000 tested, 0.02% active;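 active = GFP response relative to DMSO above a set limit, near screen average plus 3 SD, cut at about 150% in these data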;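 note: median GFP channel fluorescence of the gated AGP1 strain per well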
Active calls of the source: *; / = no result given.

SMILES | AHR activator | procasp7 counter | procasp3 activ | MEP2 TOR yeast | RPL19A-GFP yeast | CIT2 TOR yeast | LAP4-GFP MLPCN | AGP1 TOR yeast
CSCCC(NC(=O)COc1ccccc1)C(=O)NCc1cccs1 (stereo unspecified) | 3 | 9 | 5 | 94 | 96 | 90 | 81 | 84
CCc1ccc(NCCC(=O)c2ccc(Cl)cc2)cc1 | 0 | 3 | -4 | 107 | 101 | 97 | 116 | 97
CC(C)=CCC/C(C)=C/CNC(=O)CC1C[C@H](C(=O)N2CCOCC2)[C@@]2(C)c3[nH]c4ccccc4c3CCN2C1=O (stereo partly specified) | 0 | 7 | 2 | 103 | 104 | 107 | 97 | 103
C=CCn1c(=O)c2ccccc2n2c(SCC(=O)/C(C#N)=C(\C)N)nnc12 | -1 | 12 | 4 | 99 | 97 | 91 | 98 | 94
CCC(C)N(C(=O)CSc1nnc(C)n1C)C1CCS(=O)(=O)C1 (stereo unspecified) | -3 | -3 | 1 | 100 | 98 | 103 | 101 | 107
O=C(COc1ncnc2ccccc12)NCCc1ccc(F)cc1 | -1 | 11 | -7 | 101 | 100 | 100 | 97 | 100
CNC(=O)C(=O)NCC1OCCN1S(=O)(=O)c1ccc2c(c1)OCCO2 (stereo unspecified) | -3 | -2 | -4 | 102 | 107 | 109 | 93 | 96
O=C(COC(=O)c1ccco1)c1ccc(S(=O)(=O)N2CCCCC2)cc1 | -4 | -2 | -2 | 99 | 100 | 107 | 97 | 101
O=C(CCC1CCCN(C(=O)c2ccc3[nH]ccc3c2)C1)N1CCN(c2ccccn2)CC1 (stereo unspecified) | 0 | -12 | 7 | 90 | 96 | 91 | 110 | 90
CCOc1cc(C)c(C(C)C)cc1S(=O)(=O)N1CCOCC1 | 6 | -8 | -3 | 95 | 94 | 91 | 93 | 98
Cc1nc2ccccc2c2nc(NC(=O)Cc3ccccc3)nn12 | 12 | 7 | 7 | 94 | 96 | 91 | 83 | 81
CCn1c(=O)c([N+](=O)[O-])c(NCCc2ccc(OC)c(OC)c2)c2ccccc21 | 2 | 3 | -3 | 102 | 102 | 96 | 92 | 100
Nc1cccc2c3c(oc12)CCCC3 | 3 | 0 | 2 | 113 | 103 | 110 | 101 | 105
CC1(C)COC(c2cc([N+](=O)[O-])ccc2Cl)=N1 | -1 | -6 | -4 | 95 | 95 | 88 | 95 | 93
O=C(N/C(=C\c1ccccc1)C(=O)N1CCOCC1)c1ccc(Br)o1 | 21 | -9 | -4 | 105 | 104 | 104 | 95 | 101
CC(NS(=O)(=O)c1ccc(OCC(=O)NCc2ccccn2)cc1)c1ccccc1 (stereo unspecified) | 0 | 0 | -1 | 104 | 102 | 99 | 101 | 103
CC(O)(C#CCN1CCCCC1)c1ccccc1 (stereo unspecified) | 0 | 13 | -5 | 97 | 96 | 94 | 95 | 96
CC(=O)NC(Cc1ccc(F)c(F)c1)C(=O)NC1CCN(C(=O)c2ccc(Cl)cc2)CC1 (stereo unspecified) | 2 | 1 | -6 | 103 | 101 | 89 | 106 | 94
CN1CCN(C(=O)c2cccc(NS(=O)(=O)c3ccc(Br)cc3)c2)CC1 | -1 | -3 | 3 | 99 | 102 | 104 | 101 | 103
CC(C)NC(=S)N/N=C/c1ccc(C(C)(C)C)cc1 | 41 | 3 | -5 | 101 | 105 | 97 | 99 | 98
O=C(COc1ccc2ccc(=O)oc2c1)NC(Cc1ccc(Cl)cc1)C(=O)O (stereo unspecified) | 0 | -7 | 3 | 108 | 100 | 100 | 108 | 102
O=C(Cc1ccsc1)NCC(=O)Nc1ccc(F)c(F)c1 | 15 | -1 | -4 | 96 | 94 | 98 | 93 | 97
COc1ccc(/C=C/C(=O)c2oc3ccc(F)cc3c2C)cc1 | 81* | -2 | -6 | 103 | 102 | 107 | 93 | 96
Cc1nn(C)c(Cl)c1C(N)=O | 0 | 5 | -5 | 109 | 95 | 103 | 103 | 106
Clc1ccccc1Cn1nnc2c(N3CCCC3)ncnc21 | 3 | 17 | -4 | 92 | 99 | 99 | 96 | 96
O=c1c2ccccc2ncn1CCOCCOc1cccc(Br)c1 | 2 | 2 | 4 | 97 | 97 | 99 | 98 | 105
COc1cccc(-c2nnc(SC(C(=O)c3c[nH]c4ccccc34)c3ccccc3)n2C)c1 (stereo unspecified) | 7 | 15 | 10 | 107 | 110 | 101 | 95 | 103
O=C(Cn1cnc([N+](=O)[O-])c1)Nc1cc(Oc2ccc(Cl)cc2Cl)cc([N+](=O)[O-])c1 | 0 | 7 | -8 | 103 | 102 | 111 | 109 | 103
Cc1cc(C(=O)N/N=C2\CCCC(=O)C2)c2ccccc2n1 | 1 | 14 | -2 | 93 | 95 | 98 | 95 | 96
COc1ccc(CNC(=O)CSc2n[nH]c(N)n2)cc1 | 0 | -3 | -1 | 115 | 96 | 93 | 105 | 100
CN(CC(=O)O)S(=O)(=O)c1ccc2[nH]c(=O)c(=O)[nH]c2c1 | 0 | 3 | -4 | 96 | 94 | 94 | 95 | 94
CCN(CC)C(=O)c1cc2c(=O)n3cccc(C)c3nc2n1C | -2 | 5 | 3 | 97 | 96 | / | 94 | 96
CCOC(=O)c1c(C)oc2cc(Br)c(OC(=O)N3CCOCC3)cc12 | 52* | -5 | 7 | 98 | 89 | 101 | 90 | 90
COc1ccc(CNC(=O)c2ccc(CS(=O)(=O)Cc3ccccc3F)o2)cc1 | 4 | -1 | 3 | 104 | 101 | 94 | 102 | 110
O=C(Nc1ccc2c(c1)OCO2)c1ccccn1 | 22 | 0 | -6 | 103 | 100 | 97 | 107 | 100
CCOC(=O)Cn1ccc(NC(=O)c2ccc(F)cc2)n1 | 0 | 11 | 5 | 104 | 102 | 94 | 97 | 91

Retrieved by compound from above (2):
SMILES | AHR activator | procasp7 counter | procasp3 activ | MEP2 TOR yeast | RPL19A-GFP yeast | CIT2 TOR yeast | LAP4-GFP MLPCN | AGP1 TOR yeast
O=C(Cn1cnc([N+](=O)[O-])c1)Nc1cc(Oc2ccc(Cl)cc2Cl)cc([N+](=O)[O-])c1 | 0 | 7 | -8 | 103 | 102 | 111 | 109 | 103
CCN(CC)C(=O)c1cc2c(=O)n3cccc(C)c3nc2n1C | -2 | 5 | 3 | 97 | 96 | / | 94 | 96

Following part:
SMILES | AHR activator | procasp7 counter | procasp3 activ | MEP2 TOR yeast | RPL19A-GFP yeast | CIT2 TOR yeast | LAP4-GFP MLPCN | AGP1 TOR yeast
CCC(C)N(C(=O)CSc1nnc(NC(C)C)s1)C1CCS(=O)(=O)C1 (stereo unspecified) | -1 | 4 | 0 | 101 | 98 | 104 | 100 | 106
COc1cc(S(=O)(=O)N2CCN(c3ccccc3)CC2)ccc1F | 1 | 4 | 3 | 107 | 94 | 98 | 116 | 116
CC1(NC(=O)N2CCCCC2)CCS(=O)(=O)C1 (stereo unspecified) | -1 | -12 | -1 | 101 | 100 | 101 | 93 | 100
Cn1cc(/C=C(\NC(=O)c2ccccc2Cl)C(=O)NCCN2CCOCC2)c2ccccc21 | 9 | -2 | -5 | 109 | 105 | 112 | 108 | 109
CC1(C(=O)OCC(=O)Nc2cccc(S(=O)(=O)NC3=NCCCCC3)c2)CC1(Cl)Cl (stereo unspecified) | 0 | 6 | 7 | 88 | 96 | 103 | 95 | 99
c1ccc(Cn2nnc3c(N4CCN(Cc5ccc6c(c5)OCO6)CC4)ncnc32)cc1 | 0 | 5 | 1 | 103 | 94 | 97 | 100 | 101
Cc1ccc(C)c(OCCC(=O)OCC(=O)NC(=O)NC2CCCC2)c1 | -1 | -5 | 5 | 91 | 85 | 84 | 126 | 85
Cc1ccn2c(NC3CCCCC3)c(C)nc2c1 | 2 | 3 | 3 | 97 | 97 | 99 | 99 | 100
NNC(=O)c1ccc(COc2ccc3ccccc3c2)cc1 | 37 | -1 | 8 | 104 | 89 | 77 | 192* | 91
NS(=O)(=O)c1ccc(CNC(=O)Cc2ccccc2F)cc1 | 1 | 1 | -8 | 100 | 106 | 108 | 97 | 95
Cc1ccc(NC(=O)COC(=O)c2ccc([N+](=O)[O-])s2)c(C)c1 | -3 | 1 | 3 | 106 | 106 | 104 | 95 | 100
CCOc1ccc(/C=N/NC(=O)c2nnn(-c3nonc3N)c2CN2CCC(C)CC2)cc1 | 3 | -4 | 1 | 108 | 109 | 101 | 99 | 99
CCOc1cc(C=C(C#N)C#N)ccc1Oc1ccc([N+](=O)[O-])cn1 | 5 | 5 | 8 | 93 | 98 | 96 | 104 | 99
CC1(C)C(=O)OC(C(=O)c2ccccc2)C(C)(C)C1=O (stereo unspecified) | -1 | 6 | -1 | 107 | 95 | 93 | 99 | 101
c1csc(C2=NNC(=NC3CCCCC3)SC2)c1 | 26 | 7 | 0 | 98 | 91 | / | 103 | 101
CC1(C)c2ccccc2N(CC(N)=O)C12C=Cc1ccccc1O2 (stereo unspecified) | -1 | 4 | -2 | 93 | 94 | 88 | 112 | 101
CCc1ccc2nc(/N=C(\N)NC(=O)c3ccccc3)nc(C)c2c1 | 25 | 3 | -2 | 98 | 90 | 94 | 117 | 110
CCN1C(=O)C(CC(=O)Nc2c(C)cccc2C)SC1=Nc1ccc(S(N)(=O)=O)cc1 (stereo unspecified) | 5 | 3 | -4 | 96 | 95 | 116 | 96 | 97
O=C(CSc1nnc(-c2cccnc2)s1)Nc1ccccc1 | 10 | 1 | 7 | 105 | 101 | 103 | 94 | 98
Cc1ccc(S(=O)(=O)NCCc2nnc3ccc(SCC(=O)Nc4nc(C)cs4)nn23)cc1 | -1 | -4 | 0 | 102 | 104 | 111 | 97 | 102
COc1ccc(C(=O)C2CCCN(C(=O)c3cc(C)nc(C)n3)C2)cc1OC (stereo unspecified) | 0 | 4 | -4 | 96 | 97 | 97 | 107 | 104
Cc1ccc(C(=O)O)cc1-n1c(=O)n(Cc2ccccc2)c(=O)c2[nH]cnc21 | 2 | 3 | 5 | 112 | 110 | 105 | 98 | 101
N#Cc1ccsc1NC(=O)C1CCCN1S(=O)(=O)c1cccs1 (stereo unspecified) | -2 | 7 | -3 | 99 | 101 | 90 | 108 | 101
Cc1ccc(NC(=O)C2CCN(c3ncnc4c3nc3n4CCCCC3)CC2)cc1Cl | 7 | -4 | -4 | 103 | 109 | 124 | 94 | 111
COC(=O)[C@@H](Cc1c[nH]c2ccccc12)NC(=O)CCC(=O)c1ccc(F)cc1 | 7 | 8 | -5 | 100 | 96 | 85 | 95 | 88

Part of the list above in order of SMILES length, high to low.
SMILES | AHR activator | procasp7 counter | procasp3 activ | MEP2 TOR yeast | RPL19A-GFP yeast | CIT2 TOR yeast | LAP4-GFP MLPCN | AGP1 TOR yeast
Cc1ccc(NC(=O)C2CCN(c3ncnc4c3nc3n4CCCCC3)CC2)cc1Cl | 7 | -4 | -4 | 103 | 109 | 124 | 94 | 111
CCOC(=O)c1c(C)oc2cc(Br)c(OC(=O)N3CCOCC3)cc12 | 52* | -5 | 7 | 98 | 89 | 101 | 90 | 90
Cc1cc(C(=O)N/N=C2\CCCC(=O)C2)c2ccccc2n1 | 1 | 14 | -2 | 93 | 95 | 98 | 95 | 96
